Bioassay records as filed in PubChem BioAssay.
ER stress rescue: rescue of cells from ER stress-induced death, primary screen, 384-well, CSM14.1, thapsigargin, ATP luminescence (AID 1222); CSM14.1 thapsigargin-induced death rescue, ATP luminescence; higher % means a stronger effect; one-dose cellular ATP content (survival), % at 20 µM; EC50 in µM for titrated hits; 190,000 tested, under 10 active;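 active means EC50 below 50 µM in the dose-response confirmation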;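 further: death triggered by thapsigargin at about 15 µM added after 2 h compound pretreatment; cell ATP read after overnight thapsigargin exposure of roughly 18 to 22 hours; normalized against plate controls of thapsigargin alone and 5% DMSO vehicle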
NTR1 agonist: NTR1-driven beta-arrestin-GFP spot formation – imaging, U2OS cells, high content, primary screen (AID 493036). P30989. agonist mode. activation, % at 20 µM. hit rate 0.17% among 330,000;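 active means activation at or above 40% of the spot to cytoplasm intensity ratio, with at least 20 cells analyzed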;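 further: 0% = DMSO without peptide and 100% = 100 nM NTR1 peptide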
Target sequence (P30989 whole entry, looked up): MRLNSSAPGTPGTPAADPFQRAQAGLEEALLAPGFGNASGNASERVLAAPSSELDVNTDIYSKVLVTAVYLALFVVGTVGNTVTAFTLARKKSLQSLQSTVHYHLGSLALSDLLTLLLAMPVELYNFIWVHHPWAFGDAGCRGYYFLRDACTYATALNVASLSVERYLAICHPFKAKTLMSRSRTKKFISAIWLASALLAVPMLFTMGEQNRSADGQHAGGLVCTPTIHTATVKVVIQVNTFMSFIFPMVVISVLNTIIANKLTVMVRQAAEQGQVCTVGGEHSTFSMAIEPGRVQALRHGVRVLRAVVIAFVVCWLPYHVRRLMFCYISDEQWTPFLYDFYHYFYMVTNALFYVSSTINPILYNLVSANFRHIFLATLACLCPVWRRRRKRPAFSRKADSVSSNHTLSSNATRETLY
TNAP activation fold: human TNAP enzyme activators, primary screen, biochemical, luminescent, no phosphate acceptor, uHTS (AID 1001); purified TNAP, luminescent activation assay, no phosphate acceptor; higher activation fold means a stronger effect; hit rate 0.03% among 200,000; activation fold at 20 µM, or EC50 in µM where a hit was titrated; in the data active means activation fold from about 3, or a potency from the dose series; inactive means the rest, 99 in 100 with activation fold below about 1.6; further: many of its hits are not listed in these tables
KOR beta-arrestin-1: kappa opioid receptor blockers – cell-based, luminescence, uHTS (AID 1778). KOR beta-arrestin recruitment, luminescence, antagonist mode; higher % means a stronger effect. inhibition, % at 10 µM, or IC50 in µM where a hit was titrated. hit rate 0.091% among 290,000; further: strong numbers were not always called active
HEK293 NOD2/NF-kB: NOD2 signaling inhibitors, cell-based, luminescence, uHTS, HEK293 (AID 1566). HEK293 NOD2/NF-kB luciferase reporter, luminescence; higher % means a stronger effect. inhibition, % at 4 µM; hits with a dose series show EC50 in µM. hit rate 0.63% among 290,000; further: many of its hits are not listed in these tables
Yfh1-off respiration: enhancers of respiration in Yfh1-depleted yeast, dose response, Friedreich's ataxia, plus single-dose screen (AID 1465); hit rate 0.074% among 220,000; S. cerevisiae Yfh1-off respiration, WST-1 reduction, 72 h; higher fold induction means a stronger effect; fold induction at 50 µM; hits with a dose series show EC50 in µM;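 active means fold induction of absorbance versus untreated yeast above a set limit, then at least 30% activation at any dose in follow-up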;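 further: activators that raise dye reduction in frataxin-depleted yeast; strong numbers were not always called active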
NOD1 NF-kB reporter: NOD1 signaling inhibitors, primary screen, cell-based, luminescence, uHTS (AID 1578). one-dose inhibition, % at 4 µM; EC50 in µM for titrated hits. NOD1-driven NF-kB luciferase reporter cells, luminescence; higher % means a stronger effect. hit rate 1% among 290,000; in the data active means inhibition mostly above about 36%, no sharp cut-off; inactive means mostly below about 34%;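 further: HEK-293T reporter cells stimulated with the NOD1 agonist gamma-tri-DAP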
GPR55 beta-arrestin: GPR55 agonists via beta-arrestin recruitment, primary screen, imaging, U2OS cells, beta-arrestin-GFP redistribution (AID 1961); hit rate 0.048% among 290,000; U2OS GPR55 beta-arrestin-GFP redistribution imaging; higher % means a stronger effect; activation, % at 10 µM; hits with a dose series show EC50 in µM;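 active means activation above 40% with more than 50 cells counted in the well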;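 further: U2OS osteosarcoma cells stably expressing GPR55 and beta-arrestin-GFP; plate controls were DMSO negative control for no effect and LPI positive control for full effect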
KOR beta-arrestin-2: kappa opioid receptor activators – cell-based, luminescence, uHTS, primary screen (AID 1777) | activation, % at 10 µM, or EC50 in µM where a hit was titrated | hit rate 0.02% among 280,000 | KOR beta-arrestin recruitment, luminescence; higher % means a stronger effect; in the data active means activation above about 50%, passing the limit was not always enough; further: a part of the inactive calls stands beside numbers as strong as those of hits
NTR1 agonist cell count 20 µM: second read-out of NTR1 agonist, no call of its own (marks repeat the call); cell count; measured here: cell count, cytotoxicity flag
* marks the source's active call; other numbers are inactive results; i = inactive; . = no result given; [ ] = remark or other dose. Unless noted, no stated cut-off is given here; in the data, active means inhibition above about 50%; inactive means the rest. This is a subset; rates above refer to the full screens.

SMILES	ER stress rescue	NTR1 agonist	NTR1 agonist cell count 20 µM	TNAP activation fold	KOR beta-arrestin-1	HEK293 NOD2/NF-kB	Yfh1-off respiration	NOD1 NF-kB reporter	GPR55 beta-arrestin	KOR beta-arrestin-2
COc1ccc(CCNC(=O)C2CCN(S(=O)(=O)c3ccc(OC)c(OC)c3)CC2)cc1OC	.	2.9	55	.	-13%	-13%	.	14%	0.5%	1.8%
CN1C(=S)SC(N(O)C=C2C=CC(=O)C=C2)C1(C)C (configuration not stated)	-3.0%	3.4	40	1.1	1%	19%	i	-4%	-0.1%	2.7%
Cc1cc(C)n(-c2nc(NCCCO)c3c4c(sc3n2)CCCC4)n1	0.0%	3.8	40	1.1	11%	2%	i	-40%	-0.2%	-6.6%
O=C(N1CCCCCC1)n1c(Cc2ccccc2)nc2ccccc21	-2.2%	-0.8	64	1	-34%	1%	.	-23%	-0.1%	5.7%
COc1ccc(C(=O)OCC(=O)c2ccc(C3CCCCC3)cc2)cc1	-1.4%	3.1	97	1.1	-2%	9%	i	9%	-0.3%	-1.3%
Cc1nc(NC(=O)c2ccccc2)sc1-c1csc(Nc2ccc(Cl)cc2)n1	-0.9%	-1.5	108	1.1	2%	-12%	i	32%	0.0%	-2.3%
CCc1ccc(NS(=O)(=O)c2cccc3nonc23)cc1	-0.9%	1.5	47	1.1	26%	4%	i	-20%	0.9%	-2.1%
COC(=O)c1ccc(NC(=O)COc2ccccc2OC)cc1	1.4%	1.6	42	1.1	-4%	13%	i	-8%	-0.2%	-3.0%
O=C1CCCc2ccccc2N1Cc1ccccc1Cl	-2.3%	0.7	58	1.1	-22%	8%	i	13%	-0.1%	2.5%
CC(C)C(c1nnnn1C1CCCCC1)N1CCN(c2ncccn2)CC1 (configuration not stated)	-0.4%	-1.8	85	1.1	-9%	1%	i	-4%	-0.2%	-1.6%
Cn1nnc2cc(C(=O)NCc3ccco3)ccc21	-2.4%	-1.4	57	1.1	-15%	-3%	i	-26%	0.2%	4.8%
C#CCn1c(=NC(=O)CSCC(=O)N2CCOCC2)sc2ccccc21	-0.9%	-1.0	74	1.1	27%	-3%	i	-48%	-0.1%	0.1%
O=C(CCn1cnnn1)Nc1ccccc1F	-1.0%	-0.4	50	1.1	9%	16%	i	-21%	-0.5%	-2.4%
O=C(NCc1nnc2c(C(F)(F)F)cc(Cl)cn12)c1ccc2c(c1)OCO2	.	-0.2	70	.	13%	8%	.	-17%	-0.1%	-2.2%
N#Cc1nc(-c2ccco2)oc1NCCN1CCOCC1	-3.3%	-1.0	62	1.1	11%	4%	i	7%	-0.1%	-8.7%
Cc1ccc(S(=O)(=O)N(CC(=O)NCc2ccccn2)c2ccc(Cl)cc2)cc1	.	-0.1	58	.	18%	0%	.	14%	0.0%	1.4%
CCOC(=O)c1ccc(NC(=O)c2cn(-c3ccccc3)nc2-c2ccncc2)cc1	-2.7%	6.7	43	1.1	51%	12%	i	-1%	-0.4%	-3.0%
Cc1cccc(N(C)C(=O)COc2cc(=O)n(C)c3ccccc23)c1	5.6%	7.5	69	1.2	-23%	1%	i	-13%	-0.1%	4.4%
CCOc1ccc(CCN2C(=O)c3ccc(C(=O)O)cc3C2=O)cc1OCC	.	0.5	61	.	15%	2%	.	-20%	-0.2%	12%
CC1CCc2nc3ccccc3c(C(=O)OCC(=O)N(C)C3CCS(=O)(=O)C3)c2C1 (configuration not stated)	-0.6%	2.4	65	0.9	-2%	22%	i	-20%	0.3%	2.7%
CCCCC1=CC2=CC(=O)C(C)(OC(=O)CC)C(=O)C2=CN1CCc1ccc(Br)cc1 (configuration not stated)	.	2.0	44	.	16%	11%	i	-5%	-0.2%	0.3%
CCOC(=O)c1cc(-c2ccc([N+](=O)[O-])cc2)nc2c1c(=O)[nH]c(=O)n2Cc1ccccc1	.	0.8	53	.	-13%	-15%	.	-28%	0.3%	-3.5%
CCOc1cc(C)c(Cl)cc1S(=O)(=O)n1cnc2ccccc21	-1.9%	0.7	61	1	-31%	-14%	i	20%	-0.2%	-0.6%
O=c1[nH]c(=S)n(-c2cccc(Cl)c2)c(O)c1/C=N/N1CCOCC1	.	1.1	51	.	27%	14%	i	-4%	0.2%	.

Whole records, quoted from the list:
Shown for CCOc1cc(C)c(Cl)cc1S(=O)(=O)n1cnc2ccccc21 = ER stress rescue = -1.9%; NTR1 agonist = 0.7; NTR1 agonist cell count 20 µM = 61; TNAP activation fold = 1; KOR beta-arrestin-1 = -31%; HEK293 NOD2/NF-kB = -14%; Yfh1-off respiration = i; NOD1 NF-kB reporter = 20%; GPR55 beta-arrestin = -0.2%; KOR beta-arrestin-2 = -0.6%
Shown for O=c1[nH]c(=S)n(-c2cccc(Cl)c2)c(O)c1/C=N/N1CCOCC1 = ER stress rescue = .; NTR1 agonist = 1.1; NTR1 agonist cell count 20 µM = 51; TNAP activation fold = .; KOR beta-arrestin-1 = 27%; HEK293 NOD2/NF-kB = 14%; Yfh1-off respiration = i; NOD1 NF-kB reporter = -4%; GPR55 beta-arrestin = 0.2%; KOR beta-arrestin-2 = .

Going on with the list.
SMILES	ER stress rescue	NTR1 agonist	NTR1 agonist cell count 20 µM	TNAP activation fold	KOR beta-arrestin-1	HEK293 NOD2/NF-kB	Yfh1-off respiration	NOD1 NF-kB reporter	GPR55 beta-arrestin	KOR beta-arrestin-2
CC(C)NC(=O)COC(=O)c1ccc(O)cc1	3.4%	2.5	52	1	-3%	-5%	.	-16%	-0.3%	.
CCN1CCCC1CNC(=O)c1ccc(CS(=O)(=O)c2ccccc2C)o1 (configuration not stated)	-1.7%	1.6	51	1.1	-12%	5%	i	5%	-0.1%	3.5%
Cc1ccc(C)c(C(=O)c2c(C)nc3sccn23)c1	4.3%	1.4	47	1.1	-24%	0%	i	0%	0.6%	.
CCOc1ccc(NC(=O)CN2CCN(CC(=O)Nc3ccc(N(C)C)cc3)CC2)cc1	.	-0.1	100	.	-6%	-74%	.	-2%	-0.1%	3.2%
CCOC(=O)C1CCCN(S(=O)(=O)c2ccc(NC(C)=O)cc2)C1 (configuration not stated)	-0.3%	0.3	38	1.1	-11%[20 µM]	2%	i	-10%	0.5%	-6.2%
CC(=O)c1c(C)oc2ccc(N(C(C)=O)S(=O)(=O)c3ccc(Cl)c([N+](=O)[O-])c3)cc12	-2.1%	0.6	40	1	11%	12%	i	30%	-0.2%	5.6%
CC(C)(C)C1CCc2c(sc(NC(=O)C3CC=CCC3C(=O)O)c2C#N)C1 (configuration not stated)	-0.5%	7.0	35	1.1	-85%	24%	i	37%	-0.2%	3.1%
CCCCNC(=S)N(C)/N=C/c1ccc2c(c1)OCO2	-0.9%	1.0	82	1	-6%	9%	i	-8%	0.8%	-1.0%
Nc1ccccc1CNc1nc(NCCO)nc2c1ncn2CCN1CCOCC1	.	0.2	88	.	.	6%	i	-10%	-0.1%	.
COc1ccc(C(=O)NCC(=O)N/N=C/c2cn(C)c3ccccc23)cc1OC	.	-0.4	52	.	-16%	8%	.	-16%	-0.1%	1.0%
O=S(=O)(c1ccc(F)c(Cl)c1)N1CCCC1	-1.7%	-0.9	58	1.1	-42%	-1%	i	22%	0.2%	-4.2%
COc1ccc(CCNCC(O)Cn2c3ccccc3c3ccccc32)cc1OC (configuration not stated)	.	4.0	29	1.1	-130%	6%	i	-39%	0.4%	3.2%
O=C(NCc1ccc(F)cc1)c1cccs1	.	-0.5	60	.	4%	0%	.	2%	-0.2%	-2.8%
C=CCSc1nnc(-c2cc3c(-c4ccccc4)nn(C)c3s2)n1C	10%	2.5	49	1.2	-29%	8%	i	14%	-0.1%	10%
O=C1CC(SC2=NCCS2)C(=O)N1c1ccc(Cl)cc1 (configuration not stated)	-2.9%	0.7	76	1.1	14%	-2%	i	-20%	0.7%	3.7%
CCN(CC)c1nc(=S)nc(NC(C)(C)C)[nH]1	-2.3%	2.3	70	1	6%	19%	i	2%	-0.1%	1.5%
CCCN(CCC)S(=O)(=O)c1ccc(C(=O)Nc2c(C)n(C)n(-c3ccccc3)c2=O)cc1	0.0%	-0.7	51	1.1	-2%	4%	i	-7%	-0.2%	-3.5%
CCN(CC)S(=O)(=O)c1ccc(S(=O)(=O)N2CCN(CCC#N)CC2)cc1	0.2%	0.4	44	1.1	-56%	0%	i	9%	0.3%	-0.8%
CC(=O)Nc1ccc(NC(=O)CCC(=O)Oc2ccc(C)cc2)cc1	.	-0.3	90	.	-2%	6%	.	-14%	-0.1%	-1.3%
COc1ccc(CC(=O)NNC(=O)CSc2nc(C)c(C)c(=O)[nH]2)cc1	-2.1%	0.5	38	0.8	-15%	6%	i	-27%	-0.6%	-5.4%
CC(=O)N1CCN(C(=S)Nc2ccc(SC(F)F)cc2)CC1	-1.1%	-0.2	61	1.1	6%	7%	i	-23%	-0.3%	-0.4%
Cc1ccc(S(=O)(=O)CCC(=O)OCC(=O)c2ccc(C)c(C)c2)cc1	0.1%	-0.4	48	1.1	-1%	3%	i	-29%	-0.1%	0.0%
Cc1cccc(C)c1OCc1nnc(SCC(=O)Nc2nccs2)n1-c1ccccc1	-2.8%	0.8	86	1.1	14%	-2%	i	-14%	-0.4%	-3.1%
COc1ccc(CCN(C)C(=O)c2cccc(S(=O)(=O)NCc3ccccc3)c2)cc1OC	.	0.5	74	.	-3%	18%	.	-28%	0.3%	-0.4%
CC(C)c1ccc(C2=C(O)c3ccccc3C(=O)C2=O)cc1	1.7%	0.5	51	1	.	-8%	i	-38%	0.5%	-1.0%
N#CCC(=N)N1CCN(c2ccc(Cl)cc2)CC1	-0.7%	3.1	74	1.1	-42%	-5%	i	-21%	0.5%	-0.5%
CCOC(=O)C(NCc1ccccc1OC)(NC(C)=O)C(F)(F)F (configuration not stated)	-1.0%	-0.3	86	1.1	-51%	-5%	i	-13%	-0.1%	1.0%
CCn1c(SCC(=O)N2CCCc3ccccc32)nnc1-c1ccco1	-0.6%	1.8	33	1.1	-26%	2%	i	-8%	-0.3%	5.4%
CCOc1cc(C(=O)Nc2ccc3c(c2)OCO3)ccc1OCCOc1ccccc1Cl	-2.0%	0.2	66	1.1	-20%	-24%	i	-12%	1.1%	26%
Cc1ccc2c(c1)C1C3CCC(C3)C1S(=O)N2 (configuration not stated)	-1.0%	-0.7	63	1.2	17%	10%	i	-8%	-0.4%	2.3%
Cc1c(CN2CCN(CC(C)(C)C)C(CCO)C2)[nH]c2ccccc12 (configuration not stated)	.	0.5	54	.	-16%[20 µM]	-6%	.	9%	0.3%	-1.3%
Cc1cc(N2CCN(C(=O)c3cccs3)CC2)c(F)cc1[N+](=O)[O-]	.	0.1	63	.	-9%[20 µM]	-16%	.	-25%	-0.4%	-7.2%
NC1=NC[C@H](Cc2ccc(O)cc2)N1CCc1cccc(F)c1	.	-3.4	92	.	8%	13%	i	-1%	0.4%	0.4%
